High-throughput results (PubChem BioAssay)
ERK EGF block: blocks ERK signaling stimulated by EGF; Potency, µM (highest dose often 11.5 µM), for the others: at the highest dose activity change, negative = inhibition, usual class: inhibitors; hit rate 0.41% among 130,000; HEK293-V1b, EGF-stimulated phospho-ERK AlphaScreen; active means well fitted inhibition curve with a large enough effect; inconclusive means small, poorly fitted or top-dose-only effect, or effect the other way;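 further: plate controls were stimulated vehicle wells for no effect and unstimulated vehicle basal for full effect; nearly all actives have a fitted effect of over 55% in size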
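In this qHTS, HEK293 cells with stable type-1 vasopressin (V1b) receptor were exposed to compound at 37C for 30 min, stimulated 5 min with EGF at 25 nM, lysed, and probed for phospho-ERK by AlphaScreen.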
Active calls of the source: *; u = inconclusive; [ ] = dose if it differs, or a comment. Potency means the concentration at half of the fitted maximal effect. These rows are one share of the data. The share of hits here may be higher or lower than overall.

SMILES | ERK EGF block
COc1cc(CC(=O)N(c2ccccc2)c2nc(C)cs2)cc(OC)c1OC | 2%
OCCC1CN(Cc2cnn(-c3ccc(F)cc3)c2)CCN1Cc1ccsc1 (configuration not stated) | 8%
O=C(CC12CCC(CC1)C2)NCc1ccc2c(c1)OCO2 | 3%
CCOC(=O)c1cnn2cc(-c3[nH]ncc3[N+](=O)[O-])cnc12 | 2%
CC1(c2ccccc2)NC(=O)N(Cc2ccc([N+](=O)[O-])cc2)C1=O (configuration not stated) | -11%
CCc1ccc(NC(=S)Nc2ccc3[nH]c(=O)[nH]c3c2)cc1 | 4%[57.5 µM]
O=C(Cc1coc2cc3c(cc12)CCC3)NCC1(N2CCCCC2)CCCCC1 | 6%
CCC1CCCCN1C(=O)CSc1nnc(-c2ccco2)o1 (configuration not stated) | -7%
CCc1ccccc1NC(=S)NCC1CCN(c2ccc(OC)cc2)C1 (configuration not stated) | 14µM*
O=C(/C=C/c1ccco1)N1CCN(S(=O)(=O)/C=C/c2ccccc2)CC1 | -6%
COc1ccc(C(=O)O)nc1C | 4%[57.5 µM]
COc1ccccc1C(=O)Nc1nc(-c2ccc3c(c2)OCCO3)cs1 | -1%
COc1nccnc1NS(=O)(=O)c1ccc(N=Cc2c(C)[nH]n(-c3ccccc3)c2=O)cc1 | 1%
Oc1[nH]c2ccccc2c1N=Nc1ccc(F)cc1 | -1%
CN1CCN(S(=O)(=O)c2ccc(N)cc2)CC1 | -2%
Cn1ncc(Br)c1C(=O)N/N=C/c1cccc(OC2CSC2)c1 | 6%
CCOC(=O)c1c(NC(=O)C(C)Sc2cccc[n+]2[O-])sc2c1CCN(Cc1ccccc1)C2 (configuration not stated) | 2%
COc1ccc(N2C(=O)CC(NCc3ccncc3)C2=O)cc1 (configuration not stated) | 0%
O=C(CSc1nnc(CNC(=O)c2ccccc2F)o1)Nc1ccc2c(c1)OCO2 | 8%
Cc1onc(-c2c(F)cccc2Cl)c1C(=O)N1CCOC12CCCCC2 | -7%
COc1ccc2c(c1OC)C(=O)N1N=C(c3ccc(F)cc3)CC21 (configuration not stated) | -2%
O=[N+]([O-])c1cc(C(F)(F)F)cc([N+](=O)[O-])c1NCCCN1CCOCC1 | -1%
O=C(CSc1cn(CC(=O)N2CCCCCC2)c2ccccc12)NCC1CCCO1 (configuration not stated) | 3%
CCOC(=O)CNc1nc(Oc2ccc(=O)n(C)n2)nc(N(CC)CC)n1 | 3%
O=C(Nc1ncccn1)c1cc([N+](=O)[O-])cc([N+](=O)[O-])c1 | -5%
Cc1sc2nc(CC(N)=O)[nH]c(=O)c2c1-c1ccccc1 | 12%
O=c1[nH]c(/C=C/c2ccc(Br)cc2)nc2c1cnn2-c1ccccc1 | -10%
COc1ccc(NC(=S)NC(=O)c2csnn2)cc1 | 6%[57.5 µM]
CCOC(=O)c1c(N)sc(C(=O)OCCOC)c1C | -4%
COc1ccc2c(CCNC(=O)CN3C(=O)c4ccccc4C3=O)c[nH]c2c1 | -16%
Cc1[nH]c2ccccc2c1C1C(c2ccccc2)=NN=C(C(C)C)N1O (configuration not stated) | 2%
CC1=CC(C)(C)N2C(=O)C3(NCCc4c3[nH]c3ccccc43)c3cccc1c32 (configuration not stated) | 6%
COc1ccc(NS(=O)(=O)c2ccc(C)c(NC(=O)NC3CCCCC3)c2)cc1 | -6%
Cc1ccc(-c2csc(NC(=O)C3=COCCO3)n2)cc1 | 11%
COc1cc(NC(=O)CN2C(=O)NC(c3ccccc3)(c3ccccc3)C2=O)c(C)cc1[N+](=O)[O-] | 8%
CCOC(=O)c1c(NC(=O)C2CCCO2)sc(C(N)=O)c1C (configuration not stated) | -3%
CCCSc1cc(N)cc([N+](=O)[O-])c1 | -3%[57.5 µM]
Cc1ccc(N=Nc2ccc(N)cc2C)c(S(N)(=O)=O)c1 | -4%[57.5 µM]
O=C(OCc1cc(=O)n2c(n1)sc1ccccc12)c1cccc(O)c1 | 2%
CC(C)(C)c1cc(NS(=O)(=O)c2ccc3c(c2)OCCO3)on1 | 6%
COc1ccc(NC(=S)NCC2CCN(c3ccc(OC)cc3)C2)cc1 (configuration not stated) | 25µM*
COc1ccc(S(=O)(=O)N2CCOCC2)cc1NC(=O)c1ccccc1-c1ccc(C(F)(F)F)cc1 | 10%
O=C(CNC(=S)N(Cc1ccccc1)Cc1ccccc1F)NCCc1ccccc1 | 0%
CCOC(=O)c1c(C)[nH]c(-c2csc(C)n2)c1C | 0%
Cc1cc(N/N=C/c2ccccc2)nc(N)n1 | 11%[57.5 µM]
CCc1ccc2c(c1)C(c1ccc(N3CCOCC3)cc1)=NNC(c1ccncc1)=N2 | u
CN1CCc2c(sc3nc(NN)n(Cc4ccccc4)c(=O)c23)C1 | 1%[57.5 µM]
O=C(CCc1ccccc1)Nc1cccnc1Cl | -4%[57.5 µM]
CN(C)/C=N/c1ncn(-c2ncc(C(F)(F)F)cc2Cl)n1 | 28%
O=C(Nc1ccc([N+](=O)[O-])cc1Br)c1cc2ccccc2nc1Cl | -7%[57.5 µM]
Nc1ncnc2c1nc(Sc1ccc(Cl)cc1)n2[C@H]1O[C@@H]2COP(=O)(O)O[C@H]2[C@@H]1O | 17%
Cc1cc(Cl)c(S(=O)(=O)Nc2cccc(O)c2)cc1OCC(N)=O | -2%
CCOC(=O)N1CCC(NC(=O)c2cc(S(=O)(=O)NCCc3ccccc3)ccc2F)CC1 | 6%
COc1cc(NC(=O)Cn2nc(C(F)(F)F)c(Br)c2C)cc([N+](=O)[O-])c1 | 3%
Cc1ccc(S(=O)(=O)Nc2ccc(Br)cc2C(NCC(=O)O)c2ccccc2)cc1 (configuration not stated) | 4%
Fc1ccccc1COc1ccc(Br)cc1CNCC1CCCO1 (configuration not stated) | -6%
CCN1CCN(C(c2cccs2)C(C)NS(=O)(=O)c2ccc(C)cc2)CC1 (configuration not stated) | 4%
Cc1oncc1C(=O)NC1CCCCC1 | 3%
CCCn1ncc(CN2CCC(CO)(Cc3ccc(OC)cc3)CC2)c1C | -7%
CCC(CC)c1nnc(NC(=O)c2cccnc2SC)s1 | -7%

The results go on:
SMILES | ERK EGF block
COc1ccc(NC(=O)CSc2nnc(NC(C)=O)s2)c([N+](=O)[O-])c1 | -12%
O=C(Cn1cnc2cc([N+](=O)[O-])ccc2c1=O)Nc1ccccc1Cl | -6%[57.5 µM]
Cc1noc(C)c1C(=O)OCC(=O)Nc1cccc(S(=O)(=O)N(C)C)c1 | 3%
CCOc1ccc(C(=O)Nc2ccc(N3CCN(C(C)=O)CC3)cc2)cc1[N+](=O)[O-] | -3%[57.5 µM]
O=C(Cc1ccc(Cl)cc1)Nc1ccc(CN2CCCCC2)cc1 | 6%[57.5 µM]
COc1cccc(C(=O)Nc2cc(=O)n(C)c(=O)n2C)c1 | -9%[57.5 µM]
c1ccc(-c2nnc3sc(Cc4cccs4)nn23)cc1 | -15%
CC(C)(C)NC(=O)C1Cc2ccccc2CN1 (configuration not stated) | 0%
O=C(CSc1nccc(=O)[nH]1)Nc1cccc(S(=O)(=O)N2CCOCC2)c1 | -12%[57.5 µM]
COc1ccc(/C=N/NC(=O)CCn2nc(C)cc2C)cc1 | -10%[57.5 µM]
COc1ccc(/C=N/n2c(-c3ccc(C)cc3)n[nH]c2=S)cc1OC | u
O=C(CNC(=O)c1ccc(Br)cc1)OCc1cc([N+](=O)[O-])cc2c1OCOC2 | -4%
CN(c1ccc(C(=O)NCCSCc2ccc(Cl)cc2)cc1)S(=O)(=O)c1ccccc1 | 9%
Fc1ccc(OCCOCCNCC2CCCO2)cc1 (configuration not stated) | 0%
CCNC(=O)[C@H]1O[C@H](n2cnc3c(N)nc(NCCc4ccc(CCC(=O)O)cc4)nc32)[C@@H](O)[C@@H]1O | 0%
CCN(CC)CCOC(=O)c1ccc(NC(=O)C(C)NC(=O)C23CC4CC(CC(C4)C2)C3)cc1 (configuration not stated) | -2%
Cc1cc(C)nc(SCC(=O)N/N=C/c2cccs2)n1 | 4%
Nc1cc(N)nc(SCC(=O)NCc2ccco2)n1 | 10%
COc1ccc(S(=O)(=O)NC(C)C)cc1C(=O)NC1CCCCC1 | -15%
Cn1cnc(S(=O)(=O)Nc2ccccc2N2CCOCC2)c1 | 2%[57.5 µM]
CC(CCc1ccccc1)NC(=O)/C=C/c1ccccc1 (configuration not stated) | u
CN(C)/C=C/C(=O)c1ccc(Br)cc1 | 0%
COc1ccc(Nc2nc(N)nc(CSC(=S)N3CCN(c4ccccc4)CC3)n2)cc1 | 9%
COCCN1CCC(CNCc2cn(-c3cc(C)ccc3C)nc2-c2ccccc2)C1 (configuration not stated) | u
O=C(Nc1cccc(S(=O)(=O)NCc2ccco2)c1)c1cc(-c2ccc(F)cc2)nc2ccccc12 | -3%
Cc1cccc(Nc2nnc(SCC(=O)NC3CCCc4ccccc43)s2)c1C (configuration not stated) | -9%
CC(Sc1nnc2ccccn12)C(=O)Nc1ccc2c(c1)OCCO2 (configuration not stated) | -3%[57.5 µM]
O=C(Nc1ccccc1F)N(Cc1ccc(F)cc1)Cc1nc2ccccc2c(=O)[nH]1 | 1%
CCCC/S(C)=N/S(=O)(=O)c1ccc(C)cc1 (configuration not stated) | -9%
NC(=O)CC(NC(=O)c1ccccc1)c1ccc(N2CCC(Br)CC2)c([N+](=O)[O-])c1 (configuration not stated) | -18%[57.5 µM]

Fetched by structure from the entries so far (two):
SMILES | ERK EGF block
CC(C)(C)NC(=O)C1Cc2ccccc2CN1 (configuration not stated) | 0%
O=C(CNC(=O)c1ccc(Br)cc1)OCc1cc([N+](=O)[O-])cc2c1OCOC2 | -4%

Continuation.
SMILES | ERK EGF block
N#Cc1cnc(NN)nc1 | 0%
Cc1cccc(-c2noc(CNC(=O)Nc3ccc(F)cc3)n2)c1 | -7%
NC(=O)NC(=O)C[n+]1cccc(/C=N/O)c1 | 4%
Cc1ccc2nc3c(nc2c1C)C(O)=C3O | u
COc1ccc(CCNC(=O)C2CCN(S(=O)(=O)N3CCC4(CC3)OCCO4)CC2)cc1OC | -4%
Cc1cc(O)c2c(c1)C(O)(C1OC(CO)C(O)C(O)C1O)c1cccc(O)c1C2=O (configuration not stated) | 0%
Cc1ccccc1C(=O)NC(=S)NC1CCSC1=O (configuration not stated) | 5%
S=C1NCN(Cc2ccco2)CN1CCc1ccccc1 | 1%[57.5 µM]
COCCn1c(NC(=S)NC(=O)C23CC4CC(CC(C4)C2)C3)cc(=O)[nH]c1=O | -14%[57.5 µM]
Cn1c(=O)c2cc(S(=O)(=O)NC(Cc3ccccc3)C(=O)NCC3CCCO3)ccc2n(C)c1=O (configuration not stated) | -4%
CCOc1ccc(N(CC(=O)Nc2ccc(F)c(F)c2)S(=O)(=O)c2c(C)noc2C)cc1 | 3%
CCN(CC)c1ccc(/C=N/N2CCN(Cc3ccccc3Cl)CC2)c(O)c1 | 16µM*
COc1ccc(CC(=O)Nc2cc(=O)n(C)c(=O)n2C)cc1OC | -2%
CC1(C)CC(=O)C(C=NCC2CCN(C(=O)Cc3ccccc3)CC2)=C(O)C1 | -4%
Fc1ccccc1C(c1nnnn1C1CCCC1)N1CCN(Cc2ccccc2)CC1 (configuration not stated) | -11%
Cc1cccc(CN2C(=O)c3ccccc3Sc3ccc(C(=O)O)cc32)c1 | -1%[57.5 µM]
Cc1cccc(Oc2ccc(Cl)cc2N)c1 | 0%
CCOC(=O)C1C(=O)NC(c2ccccc2)=NC1c1cccc(Br)c1 (configuration not stated) | 1%
N/C(=N\OC(=O)c1ccc(Cl)c(Cl)c1)c1cccc(CSc2ccccn2)c1 | 1%[57.5 µM]
Cc1ccc(S(=O)(=O)N2CCc3ccccc3C2CC(=O)O)cc1 (configuration not stated) | -5%[57.5 µM]
N#C/C(=C\c1ccc(C(=O)O)cc1)c1nc2sc3c(c2c(=O)[nH]1)CCCC3 | 5%[57.5 µM]
CCCCCCn1cc(C(=O)OCC)c(=O)c2cc(F)c(F)cc21 | -6%[57.5 µM]
CC(C)COc1ccc(C(=O)N2C(=O)c3ccc(N)cc3C2=O)cc1 | -25%[57.5 µM]
Cn1nnnc1SCC(=O)N(C1CCCCC1)C1CCS(=O)(=O)C1 (configuration not stated) | 3%
CC(C)n1c(NCc2ccc(Cl)cc2)nc2ccccc21 | -9%[57.5 µM]
O=C(O)/C=C/c1cccc(NS(=O)(=O)c2ccccc2)c1 | 5%

Nothing new here: an excerpt of the list.
SMILES | ERK EGF block
N#Cc1cnc(NN)nc1 | 0%
Cc1cccc(-c2noc(CNC(=O)Nc3ccc(F)cc3)n2)c1 | -7%
NC(=O)NC(=O)C[n+]1cccc(/C=N/O)c1 | 4%
Cc1ccc2nc3c(nc2c1C)C(O)=C3O | u
COc1ccc(CCNC(=O)C2CCN(S(=O)(=O)N3CCC4(CC3)OCCO4)CC2)cc1OC | -4%
Cc1cc(O)c2c(c1)C(O)(C1OC(CO)C(O)C(O)C1O)c1cccc(O)c1C2=O (configuration not stated) | 0%
Cc1ccccc1C(=O)NC(=S)NC1CCSC1=O (configuration not stated) | 5%
S=C1NCN(Cc2ccco2)CN1CCc1ccccc1 | 1%[57.5 µM]
COCCn1c(NC(=S)NC(=O)C23CC4CC(CC(C4)C2)C3)cc(=O)[nH]c1=O | -14%[57.5 µM]
Cn1c(=O)c2cc(S(=O)(=O)NC(Cc3ccccc3)C(=O)NCC3CCCO3)ccc2n(C)c1=O (configuration not stated) | -4%
CCOc1ccc(N(CC(=O)Nc2ccc(F)c(F)c2)S(=O)(=O)c2c(C)noc2C)cc1 | 3%
CCN(CC)c1ccc(/C=N/N2CCN(Cc3ccccc3Cl)CC2)c(O)c1 | 16µM*
COc1ccc(CC(=O)Nc2cc(=O)n(C)c(=O)n2C)cc1OC | -2%
CC1(C)CC(=O)C(C=NCC2CCN(C(=O)Cc3ccccc3)CC2)=C(O)C1 | -4%
